Compound activity from PubChem BioAssay.
HIF-2a block: HIF-2a reporter inhibitors, primary screen, luminescence, 786-0 RCC cells | 786-0 RCC cells HIF-2a reporter, luciferase luminescence, overnight | inhibition, % at 18.8 µM | actives 0.72% (n = 360,000) | AID 624352, 2012;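 active = inhibition of the luminescence signal of 40% or more relative to plate controls, in a single-dose primary screen at 18.75 µM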
NR2E3 ag-1: NR2E3 agonists in two-hybrid cells, primary screen, cell-based, luminescence, CHO-S, Gal4-NCOR/VP16-NR2E3; actives 0.35% (n = 360,000); AID 602229, 2012; Photoreceptor-specific nuclear receptor (Homo sapiens), Q9Y5X4; luciferase; inhibition of corepressor binding, % at 3.98 µM;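 active = inhibition above the mean of all tested compounds plus 3 SD, cut at about 70% in these data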;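 also: 0% = DMSO with NR2E3 transfected cells and 100% = cells lacking NR2E3 construct; higher means lower luciferase signal from less NR2E3 corepressor binding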
Target sequence (Q9Y5X4 whole entry, looked up, the tested form may be a part): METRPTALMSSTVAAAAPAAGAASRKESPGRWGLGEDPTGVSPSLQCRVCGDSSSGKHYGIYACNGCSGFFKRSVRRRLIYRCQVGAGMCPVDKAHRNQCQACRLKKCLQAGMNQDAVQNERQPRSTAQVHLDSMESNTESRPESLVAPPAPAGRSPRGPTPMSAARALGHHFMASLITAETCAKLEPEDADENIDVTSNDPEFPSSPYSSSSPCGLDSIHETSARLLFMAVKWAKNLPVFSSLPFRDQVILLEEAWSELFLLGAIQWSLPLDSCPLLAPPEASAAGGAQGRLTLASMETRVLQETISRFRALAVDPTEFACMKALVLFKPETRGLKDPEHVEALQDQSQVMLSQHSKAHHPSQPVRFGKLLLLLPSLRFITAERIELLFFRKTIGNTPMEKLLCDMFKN
iPSC survival up: enhancers of single-cell hiPSC survival, primary screen, ATPlite luminescence | 100% = ROCK inhibitor wells, 0% = DMSO | survival enhancement, % at 20 µM | actives 0.044% (n = 360,000) | AID 602274, 2012; in the data active = survival enhancement above about 18%;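 also: cells exposed to compounds for 16 hours before the ATP read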
Peg3 promoter: Peg3 promoter-driven luciferase inhibitors, primary screen, cell-based, HeLa, luciferase luminescence; AID 588405, 2011; HeLa PEG-Prom luciferase reporter, overnight; inhibition, % at 20 µM; actives 1.7% (n = 360,000);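 active = inhibition of at least 50% at 20 µM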
Shn3 3UTR inh: reduction of Shn3 3'UTR firefly luciferase signal, primary screen, Schnurri-3 inhibitor project, cell-based, Clone20 osteoblasts, set 2; actives 0.52% (n = 360,000); Clone20 osteoblast Shn3 3'UTR firefly luciferase, 24 h; inhibition, % at 12.5 µM;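 active = mean inhibition of at least 75% with every replicate also reaching 75%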;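 also: 0% = median of neutral control wells and 100% = pilot-screen positive control compound; some compounds past the cut are filed as inactive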
CF NFkB inh: inhibitors of PAF-induced NF-kB signaling, primary screen, cell-based, GFP fluorescence, uHTS | KKLEB NF-kB-GFP reporter, GFP fluorescence overnight | inhibition, % at 5 µM | actives 0.86% (n = 360,000) | AID 588850, 2011;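 active = at least 50% inhibition at 5 µM, scaled per plate between neutral and stimulator controls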;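 also: PAF is a Pseudomonas aeruginosa culture filtrate used as stimulus; plate controls were PAF-stimulated DMSO wells for no effect and unstimulated DMSO wells for full effect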
TRPM1 prom inh: inhibitors of MITF-dependent TRPM1 promoter reporter, primary screen, cell-based, SK-MEL-5, single point, luciferase; AID 488899, 2010; inhibition, % at 12.5 µM; SK-MEL-5 TRPM1 promoter luciferase, 24 h; actives 0.83% (n = 330,000);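 active = mean inhibition across replicates of 60% or more, whatever share of single replicates reaches that level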; also: values of inactives mirror those of a sister screen read the other way
NR2E3 ag-2: inhibitors of NR2E3-RetCOR corepressor binding, primary screen, NR2E3 agonist project, biochemical, TR-FRET, GST-NR2E3, biotin-RetCOR. 1536-well. inhibition of corepressor binding, % at 4.78 µM. actives 0.12% (n = 320,000). AID 2300, 2010;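 active = percent inhibition above the cutoff of mean plus 3 SD of all tested compounds, set per screening campaign, cut at about 20% in these data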;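 also: 0% = DMSO wells and 100% = biotin wells as full block of FRET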
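System: GST-NR2E3 and biotin-RetCOR proteins; probe or stimulus: 7 nM biotin-RetCOR; doses: compound at 4.8 µM, single dose; schedule: Compound–protein incubation for 5 h at 4 °C; detection: time-resolved FRET; read-out: percent inhibition; controls: biotin wells as high control, 0.6% DMSO wells as low control; format: 1536-well plates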
aDG glyco up: activators of alpha-DG glycosylation, primary screen, uHTS, Pro5-aDG cells, AlphaScreen; alpha-DG glycosylation AlphaScreen (IIH6); 0% Pro5, 100% B10-LARGE cell signal; activation, % at 10 µM; actives 0.22% (n = 360,000); AID 624168, 2012;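 active = activation of at least 8% versus controls, or a plate z-score of at least 8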;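 also: Pro5 are CHO cells carrying HIG-tagged alpha-DG that lacks glycosylation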
TWEAK-Fn14 inh: inhibitors of TWEAK-Fn14 signaling, primary screen, luciferase reporter cells, uHTS; TWEAK-stimulated Fn14 reporter cells, luciferase luminescence, 8 h; inhibition, % at 10 µM; actives 2% (n = 360,000); AID 1159606, 2016; in the data active = inhibition above about 50%
KKLEB tox: cytotoxicity in KKLEB CF airway cells, primary screen, cytotoxicity control for CF NF-kB inhibitor project, cell-based, uHTS, fluorescence assay plates; actives 0.36% (n = 360,000); activity change (cytotoxicity), % at 5 µM; KKLEB CF airway cells viability, ATPlite luminescence, overnight; stronger effect = lower value; cells stimulated with P. aeruginosa culture filtrate; AID 602141, 2011;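 active = corrected activity change at or below -50% at 5 µM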
Starred values were filed as active, the others as inactive; · = no result given.

entry	structure	HIF-2a block	NR2E3 ag-1	iPSC survival up	Peg3 promoter	Shn3 3UTR inh	CF NFkB inh	TRPM1 prom inh	NR2E3 ag-2	aDG glyco up	TWEAK-Fn14 inh	KKLEB tox
1	Cc1ccccc1-n1c(SCC(=O)N2CCC(C(=O)O)CC2)nnc1-c1ccncc1	14	-5	-0.1	-2	-5	-40	11	2	-0.3	14	-6
2	Nc1ccccc1C(=O)NCCCN1CCN(c2cccc(Cl)c2)CC1	16	-8	-0.3	27	-18	-6	12	0	-0.1	17	1
3	CCc1c(C)c2cc(Cl)c(O)c(CN3CCCC3)c2oc1=O	8	-15	0.5	-2	-36	5	12	·	0.2	-10	11
4	Cc1ccc(N=Cc2nc(-c3ccc(C)cc3)oc2O)cc1	-81	-5	-1.1	-51	-2	2	-11	·	-0.3	-8	3
5	Cc1cc2oc3ccc(NCCC4CCCN4C)cc3c(=O)c2cc1C (centres undefined)	-197	-9	-3.6	103*	-73	19	82*	0	0.0	-58	-26
6	Cc1cc(C(=O)Cn2nnc3ccccc3c2=O)c(C)n1-c1c(C)n(C)n(-c2ccccc2)c1=O	9	-6	2.3	-2	-8	6	4	2	1.6	23	1
7	COc1ccc(-c2ccc(C(=O)Nc3ccc(OC)nc3)c3occc23)c(C)c1	-131	-30	0.5	-63	13	-15	·	·	3.3	39	-15
8	Cc1cccc2nc3c(nc12)-c1ccccc1C3=O	-190	-34	-0.2	-136	-36	-19	-27	-1	0.5	7	-1
9	COc1ccc(NC(=O)CC2C(=O)N(c3cccc(OC)c3)C(=O)N2CCC(C)C)cc1 (centres undefined)	12	-16	0.3	7	12	-1	-5	2	-0.2	10	5
10	O=C(c1ccccc1/S(=N/S(=O)(=O)c1ccccc1)N1CCOCC1)N1CCOCC1 (centres undefined)	10	25	-1.3	11	-14	-4	-1	2	-0.3	5	-5

(cont.)
entry	structure	HIF-2a block	NR2E3 ag-1	iPSC survival up	Peg3 promoter	Shn3 3UTR inh	CF NFkB inh	TRPM1 prom inh	NR2E3 ag-2	aDG glyco up	TWEAK-Fn14 inh	KKLEB tox
11	COc1cc(NC(=O)CC(C)n2ccnc2)cc(OC)c1 (centres undefined)	18	14	0.1	9	-10	5	5	-2	0.0	13	0
12	CCOc1cccc(NCc2cc3c(C(C)(C)C)nn(-c4ccccc4)c3[nH]c2=O)c1	3	10	-2.8	5	8	1	6	7	-0.4	20	27
13	COc1ccccc1COn1c(=O)c(-c2ccco2)[n+]([O-])c2ccccc21	-25	-14	-2.5	-10	12	-19	·	2	-0.4	2	-5
14	COc1ccccc1NC(=O)CSc1nccc(-c2ccco2)n1	3	-23	-2.8	0	14	-6	2	2	0.0	0	20
15	Cc1ccc(N=Cc2cc3c(cc2[N+](=O)[O-])OCO3)cc1[N+](=O)[O-]	-19	-26	-0.7	4	·	-7	·	3	-0.1	-8	6
16	CN(O)C(=S)c1ccccc1	17	99*	-1.5	92*	75	-6	82*	·	-0.2	19	-8
17	CC(=O)C1C(C)CC2C3CCC4CC(=O)CCC4(C)C3CCC21C (centres undefined)	0	-24	1.1	19	-5	1	-9	·	0.3	-5	-8
18	COc1ccc(NC(=O)N2CCCC(CNS(=O)(=O)c3cccs3)C2)c(C)c1 (centres undefined)	10	28	0.5	6	1	-19	8	1	0.1	-9	6
19	Clc1ccc(Nc2ncn[nH]2)cc1	-22	-5	5.6	10	1	13	-2	3	-0.4	1	1
20	CC(C)NC(=O)CSc1ccccc1C(=O)NNC(=O)Cn1ccc(C(F)(F)F)n1	14	2	-0.3	6	3	-6	10	-1	0.1	5	4

(cont.)
entry	structure	HIF-2a block	NR2E3 ag-1	iPSC survival up	Peg3 promoter	Shn3 3UTR inh	CF NFkB inh	TRPM1 prom inh	NR2E3 ag-2	aDG glyco up	TWEAK-Fn14 inh	KKLEB tox
21	CCOc1ccc(-c2nnc(SCC(=O)N3CCN(c4ccccc4)CC3)o2)cc1	-5	2	-0.5	-8	-1	-26	5	-1	-0.1	-16	18
22	CNC(=O)c1[nH]cnc1C(=O)N[C@@H](Cc1ccccc1)C(=O)OCc1ccccc1	-23	30	-2.8	-13	-15	-112	11	4	-0.1	10	-8
23	CCn1c(SCC(=O)N(C)Cc2ccc(OC)c(F)c2)nc2cc(S(N)(=O)=O)ccc21	7	-33	1.0	16	1	11	-1	0	-0.2	7	-2
24	CCC(=O)N1CCc2cc(S(=O)(=O)NC(C(=O)Nc3cccc(C)n3)C(C)C)ccc21 (centres undefined)	0	-6	-0.8	3	-31	-9	-2	0	-0.1	12	4
25	CC(C)C(=O)N/N=C/c1ccc(OCc2ccccc2)cc1	-42	-34	9.9	-81	-5	-14	-9	-2	0.1	5	14
26	O=C(CN1C(=O)c2ccccc2S1(=O)=O)N1CCN(c2ccccc2)CC1	-16	-13	-1.7	2	-3	1	0	1	0.1	5	-5
27	COc1ccc(C(=O)C2CCN(C(=S)NCCc3ccccc3)CC2)cc1	-37	-13	-2.2	-14	-7	5	-14	-3	0.3	10	2
28	Cc1ccc(S(=O)(=O)N2CCC(=O)N(C(COCc3ccc(C(F)(F)F)cc3)Cc3ccccc3)CC2)cc1 (centres undefined)	16	-21	-3.0	16	36	9	14	0	0.8	-5	-3
29	CCCC(=O)Nc1ccc(C(=O)N/N=C/c2cccnc2)cc1	3	1	1.4	14	-8	15	-13	3	0.0	-7	12
30	CC(C)(C)OC(=O)NCCCCCNC(=O)c1nc[nH]c1C(=O)NCc1ccc(CNC(=O)OC(C)(C)C)cc1	14	79*	4.3	80*	89*	15	36	·	0.2	96*	-1

(cont.)
entry	structure	HIF-2a block	NR2E3 ag-1	iPSC survival up	Peg3 promoter	Shn3 3UTR inh	CF NFkB inh	TRPM1 prom inh	NR2E3 ag-2	aDG glyco up	TWEAK-Fn14 inh	KKLEB tox
31	Cc1ccc(C)c(S(=O)(=O)N2CCCCC2CCNC(=O)C(=O)NCc2ccccc2)c1 (centres undefined)	17	-14	0.1	22	24	5	16	-1	1.4	22	1
32	CCOC(=O)C1=C(N)OC(C)=C(C#N)C1c1ccco1 (centres undefined)	15	4	-0.5	-3	14	-12	1	3	0.0	18	3
33	COc1ccccc1CN1CCN(Cc2cc(OC)c(OC)cc2OC)CC1	16	23	-0.3	-2	-5	5	7	-1	0.1	18	0
34	COc1cccc2c1-c1c(O)cccc1C2=O	8	-21	-0.6	0	8	3	8	-1	0.1	7	1
35	NC1=NC(=O)CC(C(=O)Nc2cccc3ccccc23)S1 (centres undefined)	18	-7	0.6	16	-2	18	1	0	0.0	-12	0
36	CN(C(=O)CSc1nnnn1C)C1(C#N)CCCCC1	1	-11	-0.2	0	9	-9	3	-1	-0.3	13	13
37	CCOC(=O)N=Nc1c2ccccc2c2nc3no[nH]c3nc12	-38	89*	-0.8	108*	100*	95*	103*	·	-0.7	90*	-65*
38	Cc1cc(OC(C)C(N)=O)nc(-c2ccccc2)n1 (centres undefined)	7	11	-2.4	14	-17	-24	6	4	0.0	16	2
39	CCOC(=O)/C(=N\Nc1cccc(Cl)c1)Sc1nnc(-c2ccc(OC)cc2)n1C	13	-21	-1.9	16	10	12	8	-1	-0.1	1	7
40	O=C(O)Cn1ccnc1	0	-2	2.0	12	-1	1	5	-1	-0.1	-28	-5

(listing goes on)
entry	structure	HIF-2a block	NR2E3 ag-1	iPSC survival up	Peg3 promoter	Shn3 3UTR inh	CF NFkB inh	TRPM1 prom inh	NR2E3 ag-2	aDG glyco up	TWEAK-Fn14 inh	KKLEB tox
41	COc1ccccc1Cc1c(-c2ccc(OC)c(OC)c2)nc2c(Cl)cc(C(F)(F)F)cn12	-224	-15	2.5	·	·	·	·	·	0.1	-23	·
42	CCOC(=O)C1(Cc2ccccc2C)CCCN(Cc2cc(OC)c(O)c(OC)c2)C1 (centres undefined)	11	13	-0.9	5	10	-6	-2	2	0.7	6	8
43	Cc1ccc(Cl)c(NC(=O)COC(=O)C2CCC2)c1Cl	13	18	0.3	-3	7	17	8	4	0.4	-7	-6
44	Cc1cc(C)c2cc(C#N)c(SCC(=O)Nc3cc(C)on3)nc2c1	-20	12	-0.5	15	9	14	·	-4	0.0	-19	-33
45	COc1ccc(F)cc1S(=O)(=O)N1CCN(c2ccccn2)CC1	13	-10	-0.2	17	7	6	9	3	-0.1	-21	-6
46	CC(=O)Nc1ccc2nc(NC(=O)C(Cl)(Cl)Cl)sc2c1	-96	5	-0.2	-38	-10	-10	-11	3	-0.9	-19	0
47	COc1ccc(C2(C(=O)NCCc3ccccc3)CCCC2)cc1	16	0	-0.3	8	18	8	-3	4	0.0	4	-1
48	COc1ccc(-c2cc(C(=O)OCC(=O)c3ccc(C)c([N+](=O)[O-])c3)c3ccccc3n2)cc1	-40	-20	-1.1	-91	-40	5	-29	0	-0.1	-24	6
49	N#Cc1c(-c2ccccc2)[nH]c(=O)[nH]c1=O	5	3	0.7	0	3	-12	-2	1	-0.5	-7	6
50	Cc1ccc(-n2nc3c(c2NC(=O)c2ccccc2)CS(=O)(=O)C3)cc1C	-14	-69	0.6	5	-32	9	-7	-1	-0.3	4	-8
51	CC(=O)Nc1ccc(NC(=O)c2cc(=O)c3cc(C)c(C)cc3o2)cc1	9	3	-0.6	10	-26	-42	5	2	0.0	-16	0
52	N#Cc1c(-c2ccco2)nc(SCC(=O)Nc2cccc(Cl)c2)[nH]c1=O	18	-27	-1.4	5	-31	-5	-4	26*	0.3	-1	11
